# Screening results: PubChem, The Scripps Research Institute Molecular Screening Center
# GPR151 ag: human GPR151 activation; Q8TDV0; PathHunter beta-arrestin GPR151 cells, luminescence; activation, % at 11.2 µM; 650,000 compounds, 1% hits; in the data active = activation above about 4.9%;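 also: 0% = median of compound wells and 100% = cells with positive control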
# Target sequence (Q8TDV0 whole entry, looked up): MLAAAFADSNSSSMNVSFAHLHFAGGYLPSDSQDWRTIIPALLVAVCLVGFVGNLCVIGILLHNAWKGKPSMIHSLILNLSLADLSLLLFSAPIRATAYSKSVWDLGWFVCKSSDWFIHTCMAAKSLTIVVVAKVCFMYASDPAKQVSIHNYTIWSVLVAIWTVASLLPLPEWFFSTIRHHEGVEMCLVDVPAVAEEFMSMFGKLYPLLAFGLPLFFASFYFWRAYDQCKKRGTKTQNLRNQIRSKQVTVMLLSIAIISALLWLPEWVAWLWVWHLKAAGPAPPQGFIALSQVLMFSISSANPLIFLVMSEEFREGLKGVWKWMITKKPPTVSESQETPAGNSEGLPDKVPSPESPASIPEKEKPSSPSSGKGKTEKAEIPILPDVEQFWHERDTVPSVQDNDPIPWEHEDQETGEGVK
# FBW7 act: activators of human E3 ligase FBW7; Q969H0; AlphaScreen FBW7–phospho-cyclin E peptide binding, activator screen; normalized activity (activation), % at 26.1 µM; 650,000 compounds, 0.13% hits; AID 1259310; in the data active = normalized activity above about 1.9%;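 also: purified mutant Fbw7 with reduced substrate affinity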
# MITF inh: blocks human microphthalmia-associated transcription factor | AlphaScreen MITF homodimerization, bead proximity signal | 650,000 compounds, 0.91% hits | AID 1259374 | O75030 | inhibition, % at 2.6 µM; in the data active = inhibition above about 50%;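 also: 0% = vehicle wells with protein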
# Target sequence (O75030 whole entry, looked up): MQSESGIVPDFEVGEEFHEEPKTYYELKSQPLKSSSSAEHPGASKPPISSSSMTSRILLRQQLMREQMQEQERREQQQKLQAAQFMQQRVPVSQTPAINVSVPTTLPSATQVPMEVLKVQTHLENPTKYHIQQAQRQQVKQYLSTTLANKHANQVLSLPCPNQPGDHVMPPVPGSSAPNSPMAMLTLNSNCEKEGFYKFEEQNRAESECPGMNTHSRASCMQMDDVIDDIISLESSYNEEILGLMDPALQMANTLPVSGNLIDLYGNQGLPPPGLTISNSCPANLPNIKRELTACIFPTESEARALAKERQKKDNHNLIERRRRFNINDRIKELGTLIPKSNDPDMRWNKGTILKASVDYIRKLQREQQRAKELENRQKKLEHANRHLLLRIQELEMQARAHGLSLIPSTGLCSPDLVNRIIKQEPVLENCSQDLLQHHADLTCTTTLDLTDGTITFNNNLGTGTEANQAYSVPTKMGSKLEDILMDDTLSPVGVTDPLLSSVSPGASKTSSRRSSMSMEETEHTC
# TEAD-YAP inh: TEAD-YAP interaction inhibition. HEK-TIYL cells, TEAD-Gal4/YAP UAS-luciferase luminescence. inhibition, % at 9.12 µM. 640,000 compounds, 1.4% hits. AID 1259422; in the data active = inhibition above about 32%;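 also: 0% = median of test compound wells and 100% = reference inhibitor wells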
# The depositor's hits bear a star.
Structure	TEAD-YAP inh	FBW7 act	MITF inh	GPR151 ag
CC(=O)Nc1cc(-c2ccnc(N)n2)ccc1NC(=O)COc1ccccc1	-2	0.7	19	-0.4
Cc1cccc(N2CCN(S(=O)(=O)c3ccc(F)c(C(=O)Nc4c(C)cccc4C)c3)CC2)c1C	0	0.1	9	-0.3
O=C(c1ccc2c(c1)OCO2)N1CCN(c2c(Cl)cccc2[N+](=O)[O-])CC1	-11	-0.4	10	-0.3
CN(C)C(=O)N1CCN(C(=O)N2CCOCC2)CC1	2	-0.1	4	0.5
Cc1sc2ncnc(SCC(=O)N3CCCC3)c2c1-c1ccccc1	-18	0.0	12	-1.2
CC(C)c1nc2ccccc2c2nn(CC(=O)Nc3ccc4c(c3)COC4=O)c(=O)n12	10	-0.1	4	-1.4
C=CCOc1ccc(Cl)cc1/C=C1/C(=O)NN(c2ccc(F)cc2)C1=O	9	0.0	10	-0.7
CC(=O)c1c(Cl)nc2ccc(Br)cc2c1-c1ccccc1	-3	-0.1	11	-0.5
COc1ccccc1NC1=C(Cl)C(=O)N(c2ccc(C)cc2)C1=O	-5	-0.1	10	1.7
Cc1ccccc1N1C(=O)C2C3C=CC(C4CC34)C2C1=O (centres undefined)	4	0.3	7	-0.7
Cc1ccc(C(=O)N/N=C\c2ccc(C)o2)cn1	-12	-0.1	9	-1.1
O=C(COc1ccccc1)Nc1ccc(Cl)c(-c2nc3ncccc3o2)c1	13	0.0	1	0.3
O=C(NCN1CCN(CCO)CC1)c1cnccn1	-3	0.0	-2	-0.2
CCOC(=O)c1ccc(N(C)S(=O)(=O)c2ccc(C)cc2)cc1	-4	0.1	-16	0.2
Cc1ccc(NC(=O)CN2C(=O)C(=O)N(C3CCCC3)C2=O)c(Cl)c1	20	0.0	7	1.6
Cc1nc(-c2cccs2)c(CCC(=O)Nc2ccc(Cl)cc2C)s1	-16	0.1	-5	0.3
CC(C)N1CC=C2C(C#N)=C(N)C(C#N)(C#N)C(c3ccncc3)C2C1 (centres undefined)	-2	0.0	-3	-0.8
CC1(C)CC(=O)C2=C(C1)Nc1ccccc1N(C(=O)Cc1ccccc1)C2c1cccc(Cl)c1 (centres undefined)	2	0.0	1	1.8
Cc1cc2c(c(=O)[nH]1)C(=O)O/C2=C\c1cccs1	-8	-0.2	-2	-0.6
Cc1nnc(NC(=O)Nc2ccc(C(C)(C)C)cc2)s1	-52	0.1	14	0.4
COc1ccccc1CNC(=O)c1cc2sc(Cl)cc2n1C	7	0.1	17	1.9
COc1ccc(-c2csc(-n3nc(C)cc3NC(=O)C3CC3)n2)cc1OC	2	0.0	-2	1.9
CN1C(=O)C(CC(=O)Nc2ccc(F)cc2)N(CCc2ccc(Cl)cc2)C1=S (centres undefined)	3	1.2	2	-0.6
COc1ccc(CN(C(=O)c2ccco2)C(C(=O)NC2CCCC2)c2ccncc2)cc1 (centres undefined)	3	0.4	13	-1.2
CSc1ccccc1N1C(=O)CN(C(=O)c2cc(C)on2)CC1C (centres undefined)	4	-0.1	19	0.0
CCC(Sc1nncn1C)C(=O)Nc1nnc(-c2ccccc2OC)s1 (centres undefined)	-9	0.1	0	1.2
O=C(CSc1nc2ccccc2[nH]1)N1c2ccccc2CCc2ccccc21	9	0.2	4	-0.2
COc1ccc(S(=O)(=O)NC2CC(=O)N(c3ccc(F)cc3)C2)cc1 (centres undefined)	-1	0.0	-8	1.0
Cc1c(C(=O)N(Cc2ccc(N(C)C)cc2)Cc2ccco2)sc2ncn(Cc3ccccc3F)c(=O)c12	6	-0.1	6	-1.0
O=C(Nc1c(F)cccc1F)N1CCn2cccc2C1c1cccnc1 (centres undefined)	-5	-0.1	-1	2.7
COc1cccc(CN2CCNC(=O)C2CC(=O)N(C)C2CCOCC2)c1 (centres undefined)	-4	-0.1	-1	1.1
O=Cc1cc(Br)ccc1OCC(=O)NC(=O)NCc1ccccc1	2	-0.1	8	0.2
O=C(/C=C\c1ccccc1)Nc1c2c(nn1-c1cccc(Cl)c1)CSC2	-3	-0.1	67*	2.0
CCOC(=O)COc1ccc(/C=C2/NC(=O)NC2=O)cc1OCC	12	0.6	6	0.9
COCCCn1c(N)c(S(=O)(=O)c2ccc(F)cc2)c2nc3ccccc3nc21	13	0.0	-2	0.2
Cc1c(C(=O)N2CCOCC2)oc2c1-c1nn(CC(=O)NCc3ccco3)cc1CC2	9	0.0	20	1.6
O=Cc1c[nH]c2ccc(S(=O)(=O)N3CCOCC3)cc12	2	0.2	4	0.2
COc1ccc(C=O)cc1COc1ccccc1F	0	2.1*	-4	0.0
O=C(CSc1nc2ccccc2c2nc(CCc3c[nH]c4ccccc34)nn12)c1ccc(Cl)cc1	-3	0.2	14	1.7
Cn1c(=O)c2c(nc(N3CCCC3)n2CC(=O)c2ccccc2)n(C)c1=O	0	-0.1	0	0.4

# An excerpt of these results, with two lines to a compound:
# The line under a structure holds: TEAD-YAP inh, FBW7 act, MITF inh, GPR151 ag
> COc1cccc(CN2CCNC(=O)C2CC(=O)N(C)C2CCOCC2)c1 (centres undefined)
    -4, -0.1, -1, 1.1
> O=Cc1cc(Br)ccc1OCC(=O)NC(=O)NCc1ccccc1
    2, -0.1, 8, 0.2

# Other structures follow:
Structure	TEAD-YAP inh	FBW7 act	MITF inh	GPR151 ag
C=CCN(C(=O)CSc1nc2[nH]ncc2c(=O)n1-c1ccc(Cl)cc1)c1ccccc1	16	-0.2	4	-0.4
CCC1=NN2C(=N)/C(=C/c3ccc(OCCOc4cc(C)ccc4C(C)C)c(OC)c3)C(=O)N=C2S1	2	0.0	0	2.6
COC1CCCCC1NS(=O)(=O)c1ccc(Cl)cc1 (centres undefined)	9	0.7	12	-1.0
CCOc1ccc(S(=O)(=O)n2ccnc2C)cc1C	-8	0.0	-12	1.2
C=C(C)CN1C(=O)NC(CC)(C2CCN(C(=O)c3ccc4c(c3)OCO4)CC2)C1=O (centres undefined)	-1	-0.1	-7	1.0
COc1ccccc1C(=O)Nc1cc(C(=O)c2ccccc2)ccc1N1CCOCC1	14	0.1	15	-1.7
CCc1nnc(NC(=O)CSc2nnc(-c3ccoc3C)n2-c2cccc(C)c2)s1	-5	-0.1	-17	1.0
O=C(O)CCCCCNS(=O)(=O)c1ccccc1F	8	0.1	6	0.5
COc1ccc2c(c1)c(CC(=O)OCC(=O)c1ccccc1)c(C)n2C(=O)c1ccc(Cl)cc1	-5	0.3	22	0.5
COc1ccccc1C(=O)Nn1c(C2CC2)nc2cc(Cl)ccc2c1=O	-4	-0.1	4	-0.4

# Structural class, the entries above containing two or more sulfur atoms (four)
Structure	TEAD-YAP inh	FBW7 act	MITF inh	GPR151 ag
Cc1sc2ncnc(SCC(=O)N3CCCC3)c2c1-c1ccccc1	-18	0.0	12	-1.2
Cc1nc(-c2cccs2)c(CCC(=O)Nc2ccc(Cl)cc2C)s1	-16	0.1	-5	0.3
CCC(Sc1nncn1C)C(=O)Nc1nnc(-c2ccccc2OC)s1 (centres undefined)	-9	0.1	0	1.2
CCc1nnc(NC(=O)CSc2nnc(-c3ccoc3C)n2-c2cccc(C)c2)s1	-5	-0.1	-17	1.0

# (continued)
Structure	TEAD-YAP inh	FBW7 act	MITF inh	GPR151 ag
O=C(Nc1cnc2cnc(-c3ccc(O)cc3)cn12)c1cccs1	3	0.4	7	0.7
CC(=O)NNC(=S)NCC(Cl)Cc1cccc(C)c1 (centres undefined)	-2	0.1	9	1.8
O=C(NCc1cccnc1)c1cnc(N2CCN(c3ccccn3)CC2)c2ccccc12	39*	0.2	-8	0.5
COC(=O)c1cc2c(cc1NC(=O)CSCCc1ccccn1)OCO2	2	0.1	7	4.4
Nc1nc2ccc(C(=O)Nc3ccccc3)cc2s1	-45	-0.1	6	-0.7
COc1ccccc1C1CC(c2ccc(Cl)cc2)=NN1S(=O)(=O)c1ccccc1 (centres undefined)	-3	0.0	-5	0.4
CCOC1=C/C(=C/c2c(N)n3nc(C(C)C)sc3nc2=O)C=CC1=O	10	-0.1	-2	-2.0
O=C1CC(NC2CCCCC2)C(=O)N1c1cccc(Br)c1 (centres undefined)	-12	0.2	5	-0.3
O=C(CSc1nnc2sc3ccccc3n12)NC1CCCC1	-30	-0.1	-11	0.2
Cc1ccc(S(=O)(=O)N(C)CC(=O)Nc2ccc(F)cc2)cc1	6	0.1	-3	0.0
CN(CCC#N)C(=O)COC(=O)c1ccc([N+](=O)[O-])cc1	7	0.5	6	0.7
COc1cc(CN2CCCC(CCC(=O)NCc3ccc(C)o3)C2)cc2c1OCO2 (centres undefined)	4	0.0	-5	1.0
O=C(Nc1nc2ccc(Br)cc2s1)c1ccc([N+](=O)[O-])cc1	-8	-0.2	-7	-0.2
CCCC(c1nnnn1C1CCCC1)N1CCN(C(=O)c2ccco2)CC1 (centres undefined)	0	0.0	6	-0.1
CCOC(=O)C1CCN(c2ncnc3c2cnn3-c2ccccc2)CC1	-5	-0.1	5	0.5
COc1ccccc1N1CCN(c2ncc(C(=O)Nc3ccc(C)cc3Br)c3ccccc23)CC1	8	0.2	2	0.2
Cc1sc(NC(=O)c2cc3cc([N+](=O)[O-])ccc3s2)c(C#N)c1C	2	0.1	4	0.8
CC(C)c1nc(CNC(=O)CCc2nnc(Cc3c[nH]c4ccccc34)o2)cs1	-2	0.0	2	1.9
COc1ccc(S(=O)(=O)n2ccc(C)n2)cc1C	4	0.1	11	1.5
Cc1ccc(NC(=O)CN2CCN(CC#N)CC2)cc1	4	-0.1	-4	0.2
Cc1nc2nc(CNC(=O)OC(C)(C)C)nn2c(C)c1CCC(=O)Nc1ccc(F)cc1	4	-0.1	5	1.8
O=C1OC(c2cccc(Cl)c2)=N/C1=C\c1cccc(Br)c1	0	-0.1	-3	0.7
COc1cc(CNc2ccc(CNc3ncn[nH]3)cc2)ccc1OCc1ccccc1	-17	0.5	-12	-0.4
CN1CCN(c2ccc(-c3cc(Nc4ccccc4)nc(N)n3)cc2)CC1	-44	0.1	3	0.0
COc1cc(OC)cc(C2=N/C(=C\c3sccc3C)C(=O)O2)c1	2	0.0	1	-0.2
CCOC(=O)c1sc(NC(=O)COC(=O)c2c3c(nc4ccccc24)CCC3)nc1C	-5	0.0	15	-0.7
Nc1nc(SCC(=O)Nc2ccccc2Sc2ccc(Cl)cc2)n[nH]1	5	-0.1	0	0.9
CC(C)Oc1ccc(CN2CCCC(CO)(Cc3ccccc3)C2)cc1CO (centres undefined)	2	0.7	10	5.0*
Cc1ccc(/C(O)=C2\C(=O)C(=O)N(CCCC(=O)O)C2c2ccccc2[N+](=O)[O-])cc1 (centres undefined)	13	0.1	6	0.4
CCOC(=O)c1c(-c2ccc(Br)cc2)csc1NC(=O)c1cnccn1	5	0.0	-2	2.4
COC(=O)COc1ccccc1/C=C1/NC(=O)NC1=O	-3	-0.1	-7	0.6
Cc1c(C(=O)N2CCC3(CC2)NC(=O)c2ccccc2N3)oc2ccccc12	-2	0.0	7	0.0
CN(C)CCCN1C(=O)C(=O)/C(=C(\O)c2ccccc2)C1c1cccnc1 (centres undefined)	12	0.8	4	0.8
Cc1cc(C)n2nc(C(=O)NCCc3ccc(S(N)(=O)=O)cc3)nc2n1	-6	-0.2	-14	-1.0
COc1cc(-c2nnc(CSc3nc(C)cs3)o2)cc(OC)c1OC	-9	0.1	1	-0.4
CN(C)Cc1cn2c3c(ncnc13)N(C)CC2	8	0.1	3	0.5
COc1cccc(Cn2nc(-c3cccnc3)oc2=O)c1	4	-0.1	1	2.2
CC(=O)Nc1ccc(Br)cc1C(=O)C(=O)NCc1ccc2c(c1)OCO2	-3	-0.2	-8	1.4
COc1ccc(-c2noc(N3CCCC(C(=O)NC4CCCCC4C)C3)n2)cc1 (centres undefined)	-6	0.0	-14	-2.5
COc1ccc(Cl)cc1NC(=O)c1cc2nc(-c3cccs3)cc(C(F)(F)F)n2n1	0	-0.1	-2	1.3
NC(=O)CCn1c(CC(N)=O)nc2ccccc21	1	0.4	13	1.2
COc1cc(C(=O)N2c3ccccc3NC3=C(C(=O)CC(C)(C)C3)C2c2ccc(N(C)C)cc2)cc(OC)c1OC (centres undefined)	-1	-0.1	0	0.8
COc1ccc(CCNc2nc(Nc3ccc(-n4ccnc4)cc3)nc3c2ncn3Cc2ccc(C(F)(F)F)cc2)cc1	12	-0.1	12	1.3
COc1ccc(S(=O)(=O)N(C)CC(=O)NCc2ccccc2OC)cc1C	3	0.5	15	1.0
COc1cccc(N=C2NC(=O)/C(=C/c3cc([N+](=O)[O-])ccc3O)S2)c1	-1	-0.1	2	-0.3
COc1cc(/C=C/c2nc(O)c([N+](=O)[O-])c(=O)[nH]2)ccc1OC(C)C	-6	0.1	-6	-0.1
Cc1ccc(-c2nc3ncccc3o2)cc1NC(=O)COc1cc(C)c(Cl)c(C)c1	-13	-0.1	-6	0.4
NS(=O)(=O)c1ccc(S(=O)(=O)Nc2ccc(Br)cc2)cc1	-6	0.5	11	0.2
Cc1cc(NC(=O)C2COc3ccccc3O2)n(-c2nc3ccccc3s2)n1 (centres undefined)	-6	0.0	-1	1.5
OCCNc1nc(N2CCC(N3CCOCC3)CC2)nc2c1ncn2Cc1ccc(C(F)(F)F)cc1	2	0.0	0	1.8
CCCCn1cnc2oc(-c3ccc(OC)cc3)c(-c3ccc(OC)cc3)c2c1=N	-18	-0.3	-15	-0.5
CCc1ccccc1OCCNC(C)(C)C	4	0.1	24	0.1
CC(=O)Nc1ccc(/C=N/NC(=O)CN2CCCCCCC2)cc1	0	0.0	6	-0.1
